# USP1-UAF1 inh: Inhibitors of USP1/UAF1: Primary Screen | hit rate 0.23% among 390,000 | Potency, µM (series often up to 57.1 µM), for inactives: at the highest dose activity change, negative = inhibition, most hits filed as inhibitors | recombinant USP1/UAF1, Ub-Rhodamine cleavage fluorescence | AID 743255, 2014; note: potency is the fitted concentration of half-maximal effect; % is set by controls: 0 for no effect and ±100 for the full control effect; nearly all actives have a fitted effect of over 60% in size; inactives centre near -12
#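 Step one: compound is pinned into 1nM USP1/UAF1 in HEPES pH 7.8 buffer with TCEP. Step two: 15 min room-temperature incubation. Step three: Ub-Rho (150nM final) starts cleavage, tracked by fluorescence over six one-minute reads.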
# Vif-A3G inh: qHTS for Inhibitors of Vif-A3G Interactions: qHTS. hit rate 0.076% among 410,000. Potency, µM (doses to about 46.1 µM), for inactives: at the top dose activity, negative = active, actives largely listed as inhibitors. AID 602310, 2012. HeLa A3G-eYFP + Vif (tagged APOBEC3G with the HIV-1 protein that degrades it), YFP fluorescence, overnight. DNA dC->dU-editing enzyme APOBEC-3G (Homo sapiens), Q9HC16;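 note: potency is the fitted concentration of half-maximal effect; % is set by controls: 0 for no effect and ±100 for the full control effect; nearly all actives have a fitted effect of over 60% in size; hits raise eYFP signal because A3G escapes Vif-driven loss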
#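 Read-out is eYFP fluorescence (Ex 488/Em 500-530) from Vif-expressing HeLa A3G-eYFP cells; more signal means A3G escaped Vif-mediated degradation. Cells plated overnight, compound pinned in, incubated overnight at 37 deg C.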
# rTrxR1 inhibitor: qHTS Assay for Inhibitors of Mammalian Selenoprotein Thioredoxin Reductase 1 (TrxR1): qHTS; Thioredoxin reductase 1, cytoplasmic (Rattus norvegicus), O89049; recombinant rTrxR1, NADPH fluorescence consumption, selenite substrate; Potency, µM (doses to about 114 µM), for the others: at the highest dose activity change, negative = inhibition, most hits filed as inhibitors; hit rate 1% among 390,000; note: potency is the fitted concentration of half-maximal effect; % is set by controls: 0 for no effect and ±100 for the full control effect; nearly all actives have a fitted effect of over 65% in size
# Target sequence (O89049 whole entry, looked up): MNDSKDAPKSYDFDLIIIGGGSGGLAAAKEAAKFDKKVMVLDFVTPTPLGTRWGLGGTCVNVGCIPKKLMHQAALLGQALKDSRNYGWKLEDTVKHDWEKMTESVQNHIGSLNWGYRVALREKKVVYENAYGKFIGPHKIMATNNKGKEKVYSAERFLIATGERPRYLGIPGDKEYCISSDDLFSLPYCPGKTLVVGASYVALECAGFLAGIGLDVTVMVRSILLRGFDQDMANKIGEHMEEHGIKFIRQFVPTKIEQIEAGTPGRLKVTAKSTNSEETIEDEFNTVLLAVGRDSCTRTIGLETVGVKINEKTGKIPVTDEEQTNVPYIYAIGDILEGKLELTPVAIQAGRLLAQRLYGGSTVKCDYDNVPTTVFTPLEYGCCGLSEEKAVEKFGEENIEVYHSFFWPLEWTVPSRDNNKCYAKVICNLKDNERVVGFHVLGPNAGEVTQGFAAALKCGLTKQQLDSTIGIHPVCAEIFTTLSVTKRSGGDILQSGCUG
#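 Rat TrxR1 (90 nM in the dispensed reagent) was pre-reduced with 400 uM NADPH for 5 min at room temperature, then incubated with compound for 15 min. After 400 uM selenite was added, NADPH fluorescence (Ex 340/Em 450 nm) was followed for 8 min.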
# GRP78 ERSR act: qHTS for Inducers of the Endoplasmic Reticulum Stress Response (ERSR) in Human Glioma: qHTS; U87-MG GRP78 promoter luciferase reporter, 16 h; Potency, µM, inactives show at the top dose activation, most hits filed as activators; hit rate 0.02% among 420,000; note: potency is the fitted concentration of half-maximal effect; series mostly up to about 76 µM; % of control where 0% means no effect; nearly all actives have a fitted effect of over 35% in size
#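 Stably transfected U87-MG human glioma cells carrying a GRP78-based luminescent sensor were seeded at 1000 cells/well, pin-dosed with compounds and incubated 16 h. Luciferase reagent was then added, and end-point luminescence was read after 10 min at room temperature.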
# LDHA inh: qHTS assay for inhibitors of human lactate dehydrogenase; activity change, % (values are at about 110 or 230 µM); purified LDHA, NADH/diaphorase-resazurin fluorescence; hits give low values; hit rate 0.15% among 480,000; in the data active = activity change below about -30%; inconclusive = mostly about -25% to -30%;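 note: plate controls were DMSO wells for no effect and wells without enzyme for full effect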
#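 Human LDH5 (2 nM) was incubated with 0.06 mM NADH and 0.2 mM pyruvate for 5 min at room temperature in Tris pH 7.4. Remaining NADH was coupled through diaphorase/resazurin, and resorufin fluorescence was read at 0 and 20 min.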
# TrxR1 substrate: qHTS Assay for Substrates of Mammalian Selenoprotein Thioredoxin Reductase 1 (TrxR1): qHTS; purified TrxR1 substrate turnover, NADPH consumption readout; Potency, µM (titrated, usually from 114 µM), for the others: at the top dose activity change, negative = substrate turnover; hit rate 0.01% among 390,000; AID 588456, 2011; note: potency is the fitted concentration of half-maximal effect; % is set by controls: 0 for no effect and ±100 for the full control effect; nearly all actives have a fitted effect of over 50% in size
#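 Rat TrxR1, dispensed at 90 nM, was prereduced with 400 uM NADPH (final) for 5 min at ~22 deg C, then incubated with compound 15 min before 400 uM selenite. A first-read NADPH fluorescence drop versus no-compound background flagged substrates.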
# IDH1 R132H inh: qHTS for Inhibitors of mutant isocitrate dehydrogenase 1 (IDH1): qHTS; hit rate 0.093% among 390,000; Isocitrate dehydrogenase [NADP] cytoplasmic (Homo sapiens), O75874; IDH1-R132H enzyme, NADPH consumption, diaphorase/resazurin fluorescence; AID 602179, 2012; Potency, µM (series often up to 76.6 µM), inactives show top-dose activity change, negative = inhibition, hits mostly inhibitors; note: potency is the fitted concentration of half-maximal effect; % is set by controls: 0 for no effect and ±100 for the full control effect; nearly all actives have a fitted effect of over 65% in size
# Target sequence (O75874 whole entry R132H, stated change not applied): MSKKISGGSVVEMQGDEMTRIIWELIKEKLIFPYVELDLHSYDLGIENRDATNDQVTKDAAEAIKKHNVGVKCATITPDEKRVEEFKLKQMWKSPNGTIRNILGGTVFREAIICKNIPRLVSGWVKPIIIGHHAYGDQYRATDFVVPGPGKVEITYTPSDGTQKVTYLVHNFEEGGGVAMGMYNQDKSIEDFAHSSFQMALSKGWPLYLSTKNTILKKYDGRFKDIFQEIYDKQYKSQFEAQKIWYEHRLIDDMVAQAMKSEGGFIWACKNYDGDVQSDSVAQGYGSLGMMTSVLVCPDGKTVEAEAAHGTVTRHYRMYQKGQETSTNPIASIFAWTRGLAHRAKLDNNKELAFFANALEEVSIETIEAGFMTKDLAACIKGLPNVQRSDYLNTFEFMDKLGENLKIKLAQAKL
#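 IDH1-R132H (0.5 ug/mL) preincubated 30 min with compound, then NADPH (0.016 mM) and alpha-KG (2 mM) added; 80 min at RT, pH 7.5. Remaining NADPH coupled via diaphorase/resazurin to fluorescence (540/590 nm); concentration-response curves normalized to no-enzyme control.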
# Vif-APOBEC3F blk: qHTS for Inhibitors of Vif-A3F Interactions: qHTS; HeLa A3F-eYFP + Vif (tagged APOBEC3F with the HIV-1 protein that degrades it), YFP fluorescence increase; Potency, µM (doses to about 46.1 µM), for the others: at the highest dose activity, negative = active; hit rate 0.2% among 390,000; AID 602313, 2012; note: potency is the fitted concentration of half-maximal effect; % of control where 0% means no effect; nearly all actives have a fitted effect of over 65% in size
#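 HeLa cells stably expressing A3F-eYFP plus Vif, plated and incubated overnight at 37 deg C, then exposed to compounds overnight at 37 deg C. Blocked degradation read as raised yellow fluorescence (Ex 488/Em 500-530).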
# RGS4 inhibitor: Inhibitors of Regulator of G Protein Signaling (RGS) 4: qHTS; Transcreener GDP fluorescence polarization, RGS4-accelerated GTP hydrolysis; Potency, µM (top dose mostly 114 µM), without a hit: at the highest dose activity change, negative = inhibition, actives largely listed as inhibitors; hit rate 0.039% among 390,000; AID 504845, 2011; note: potency is the fitted concentration of half-maximal effect; % is set by controls: 0 for no effect and ±100 for the full control effect; nearly all actives have a fitted effect of over 75% in size; some results filed as inactive show a strong effect at the top dose
#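 MLSMR compounds (23 nl, pin-transferred) preincubated 10 min at room temperature with a 500nM (2x) first reagent, then RGS4 at 900nM (2x) plus Transcreener GDP mix added; fluorescence polarization (620/688 nm) read before and after 90 min at 30 °C.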
# Starred values were filed as active, the others as inactive; ? = inconclusive; nt = not tested or not shown; & = joins results of further samples; [ ] = remark or other dose. Unless noted, calls come from the whole dose curve; as a rule, active = well fitted curve in the direction sought with a large enough effect; inconclusive = small, poorly fitted or top-dose-only effect, or another doubt; inactive = no such curve, though single readings can be large; an effect the other way counts as inactive or inconclusive. The list is partial. The share of hits here may be higher or lower than overall.
SMILES,USP1-UAF1 inh,Vif-A3G inh,rTrxR1 inhibitor,GRP78 ERSR act,LDHA inh,TrxR1 substrate,IDH1 R132H inh,Vif-APOBEC3F blk,RGS4 inhibitor
COc1ccc(C(=O)Nc2cc(Cl)cc(Cl)c2)c(OC)n1,-6%,-2%,4%,2%,-7,-3%,-2%,-11%,-7%
Clc1ccc(CN2CCc3c([nH]c4ccccc34)C2)cc1Cl,-7%,-22%,7%[2.29 µM],?,-14,14%[57.1 µM],1%,-4%,-22%
CCN(CC(=O)Nc1cc(C)c(Cl)cc1OC)CC(=O)NC1CCS(=O)(=O)C1 (stereo not given),-17%,0%,-1%,-2%,-1,-7%,2%,-10%,-29%
O=C(NNC(=O)c1ccc2c(c1)OCO2)NC1CCCCC1,7%,4%,11%,0%,-5,-1%,-5%,-2%,1%
O=c1n(Cc2ccccc2Cl)c2ccccc2c2nc(-c3ccccc3)nn12,6%,-2%,3%,-2%,1,-2%,7%,2%,21%
Oc1ccc(Cl)cc1CNC1CCCCC1,-10%,2%,18%,-4%,-5,0%,1%,-4%,5%
CC(C)C(NC(=O)c1ccc(C(C)(C)C)cc1)C(=O)NCC1(N(C)C)CCCCC1 (stereo not given),?,-1%,3%,-4%,0,2%[0.457 µM],9%,-20%,-26%
COc1ccc(C(c2nnnn2C2CCCCC2)N2CCN(C)CC2)c(OC)c1 (stereo not given),-8%,0%,6%[57.1 µM],-1%,-3,7%,-3%,-1%,-13%
O=C1CC[C@@H](CN(Cc2ccccn2)Cc2nc(Cc3cccc(C(F)(F)F)c3)no2)N1,-21%,-3%,18%,-3%,1,7%,5%,5%,3%
O=C(N=C1c2ccccc2CN1c1ccccc1)c1cccc([N+](=O)[O-])c1,-17%,-1%,?,9%,6,9%,5%,-5%,?
O=C(CSc1nncc2ccccc12)Nc1cccc(O)c1,-5%,-2%,16%,0%,-13,11%,9%,0%,13%
CN1CCN(S(=O)(=O)c2ccc(Nc3ccc(F)cc3)c([N+](=O)[O-])c2)CC1,-3%,-1%,4%[57.1 µM],-1%,-5,0%[57.1 µM],-7%,1%,8%
COc1ccccc1CNC(=O)CSc1cc(=O)n(C)c2ccccc12,2%&-16%,-5%&-4%,10%[57.1 µM],-4%&-1%,-3&-2,6%&-4%,-1%&0%,7%&-7%,6%&5%
COc1cccc2sc(Nc3nc(C)c(C(C)=O)s3)nc12,-15%,0%,-12%,1%,0,-3%,6%,nt,-4%
C/C(=N/NC(=O)c1cc(C)[nH]n1)c1ccncc1,4%,2%,16%,5%,-7,3%,-5%,1%,4%
COc1ccccc1/C=C/C(=O)c1ccc(Cl)cc1,-17%,-9%,-13%,8%,-5,-4%,11%,-9%,9%
COc1ccc(OCC(=O)NNC(=O)c2ccc(-c3ccccc3)cc2)cc1,?,-1%,34%,-5%,-6,4%,-4%,-6%,-2%
COc1c(CC=C(C)C)cc(C2CC(=O)c3c(O)cc(O)cc3O2)cc1CC=C(C)C (stereo not given),-18%,-5%,?,-9%,-12,26%,35µM*,6%,-1%
COc1ccccc1N1CCN(C(=O)c2ccc3nc[nH]c3c2)CC1,-17%,-1%,0%[57.1 µM],-1%,-4,4%[57.1 µM],2%,0%,-25%
CCOc1ccc(NC(=O)Cn2c(CCC(=O)O)ccc2-c2ccc(Cl)cc2)cc1,-18%,-4%,4%,-2%,-5,7%,-14%,-6%,4%
CCOc1ccc(NS(=O)(=O)c2ccc(C(=O)NNC(=O)c3ccccc3O)cc2)cc1,-6%,2%,3%,0%,2,-3%,-5%,-14%,25%
COc1ccc(/C(N)=N/O)c(OC)c1,0%,6%,14%,-3%,-2,-1%,-2%,1%,24%
O=C(c1cccnc1)N1CCN(S(=O)(=O)c2cccs2)CC1,-17%,0%,18%,-1%,-11,2%,-8%,-3%,-5%
CC(C(=O)O)n1cc(C#N)c(=O)[nH]c1=O (stereo not given),?,1%,20%,-4%,-6,2%,-2%,6%,4%
Cc1cccc2c(C(=O)O)c3cccc(C)c3nc12,-3%,-1%,22%[57.1 µM],-2%,2,110%[activator][57.1 µM],6%,13%,-19%
CCOC(=O)N1CCC(NC(=O)c2ccc3c(c2)N=C(C)c2ccccc2S3)CC1,-22%,-2%,17%,-4%,-3,-3%,-5%,-5%,-74%[56.9 µM]
CC1CC(C)CN(C(=O)c2ccc(S(=O)(=O)N3CC(C)CC(C)C3)cc2)C1 (stereo not given),-6%,3%,26%,-5%,0,0%,8%,0%,1%
Cc1ncc(COCc2ccccc2)c(CO)c1OCc1ccccc1,-12%,-1%,6%[11.4 µM],-1%,-1,10%[57.1 µM],4%,6%,4%
COc1ccc(-c2nc(N)ncc2-c2ccccc2OC)c(O)c1,-9%,-3%,27%,-2%,-17,-1%,18%,2%,25%
COc1ccc(S(=O)(=O)N2CCCCCC2)cc1NC(=O)Cc1cccc(C(F)(F)F)c1,-30%,-7%,nt,-6%,1,nt,4%,4%,nt
Cc1ccc(NC(=O)Cn2c(=O)n(-c3ccc(CC(=O)NCC4CCCO4)cc3)c(=O)c3ccccc32)cc1 (stereo not given),-15%,-3%,2%,-3%,-11,-4%,-3%,-2%,3%
CCN(CC(=O)Nc1c(F)cccc1F)C(=O)/C=C/c1ccc(Br)s1,-11%,-10%,-16%,-3%,-9,-12%,-2%,2%,4%
O=C(CSc1nnc(-c2ccncc2)n1Cc1ccco1)Nc1nccs1,-15%,5%,9%[11.4 µM],-9%,-3,-24%[11.4 µM],2%,-2%,-16%
CCC1CCCCN1S(=O)(=O)c1ccc(NC(=O)c2cc(=O)c3ccccc3o2)cc1 (stereo not given),-8%,-1%,17%,-5%,-7,2%,5%,-12%,-4%
O=C(c1cccc(Br)c1)N1CCN(c2ccccn2)CC1,-16%,0%,15%,-4%,-1,1%,3%,0%,-8%
Cc1ccc(NC(=O)c2ccc(NC(=O)c3ccccc3)cc2)cc1C,-16%,-16%,1%,-9%,-15,80%[activator],-1%,-8%,11%
Cc1nc(CCNC(=O)Cc2ccccc2)cs1,-1%,1%,11%,-2%,-3,9%,-1%,1%,-18%
CCN(CC(=O)Nc1ccc2c(c1)OCCO2)S(=O)(=O)c1ccc(C)cc1,-11%,4%,24%,1%,-9,5%,18%,-1%,5%
CCN1CCN(c2nnc(-n3cccc3C(=O)NCc3ccccc3OC)s2)CC1,-10%,1%,12%[57.1 µM],0%,-2,-5%[57.1 µM],20%,1%,13%
Cc1ccc(C)n1-c1nnc(N2CCC(C(=O)Nc3ccccc3Br)CC2)s1,-11%,nt,?,nt,-2,-6%,nt,nt,-14%
C=CCn1c(=N)n(CC(=O)c2ccc(Br)cc2)c2ccccc21,-2%,-2%,-2%[57.1 µM],-7%,-6,4%,7%,-24%,-5%
CCOc1ccc(S(=O)(=O)Nc2cccc(C(=O)NCC(c3ccccc3)N(C)C)c2)cc1 (stereo not given),-24%,2%,0%,-3%,1,-8%,7%,11%,-27%
Cc1cccnc1NC(=O)Cn1nc(-c2ccccc2)oc1=S,-9%,0%,-7%[57.1 µM],-8%,-14,-1%[57.1 µM],6%,8%,-32%
CCOC(=O)c1c(NC(=O)CSc2nc(C)cc(C)c2C#N)sc(C(C)=O)c1C,-18%,1%,12%[57.1 µM],1%,-6,2%,2%,2%,-15%[11.4 µM]
Cc1ccc(S(=O)(=O)N2CCC[C@H]2C(=O)NC2CCCCC2)cc1,-16%,3%,8%[57.1 µM],-5%,-5,6%[57.1 µM],4%,8%,-4%
CCc1ccc(NC(=O)CC2C(=O)N(c3ccc(OC)cc3)C(=O)N2Cc2ccc(OC)cc2)cc1 (stereo not given),-11%,4%,-3%,?,-3,-6%,?,-4%,25%
Cc1cc(NC(=O)COC(=O)c2ccc(Cl)cc2)no1,-17%,4%,nt,-4%,-1,nt,12%,-2%,nt
CCC1(C)CC(CC(=O)O)(c2ccccc2OC)CCO1 (stereo not given),-21%,1%,12%[57.1 µM],0%,-2,-9%,1%,-13%,-30%

# In the list so far, these contain a cyano group.
SMILES,USP1-UAF1 inh,Vif-A3G inh,rTrxR1 inhibitor,GRP78 ERSR act,LDHA inh,TrxR1 substrate,IDH1 R132H inh,Vif-APOBEC3F blk,RGS4 inhibitor
CC(C(=O)O)n1cc(C#N)c(=O)[nH]c1=O (stereo not given),?,1%,20%,-4%,-6,2%,-2%,6%,4%
CCOC(=O)c1c(NC(=O)CSc2nc(C)cc(C)c2C#N)sc(C(C)=O)c1C,-18%,1%,12%[57.1 µM],1%,-6,2%,2%,2%,-15%[11.4 µM]

# Bioassay records from PubChem.
